Screening data as filed in PubChem BioAssay.
SR-BI DiI-HDL act – activators of SR-BI mediated DiI-HDL uptake, primary screen, ldlA[mSR-BI] CHO cells, DiI fluorescence; 3 h; 100 = double the neutral-control signal; activation, % at 12.5 µM; actives 0.096% (n = 320,000);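 active = mean replicate activation of at least 60% and every replicate at or above 60%; inconclusive = mean or all-replicate condition met, but not both; inactive = mean below 60% and not all replicates reaching 60%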;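 also: 0% = median plate neutral-control signal and 100% = twice that signal; values of inactives mirror those of a sister screen read the other way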
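system = CHO ldlA[mSR-BI] cells, LDL receptor-null, SR-BI overexpressing | medium = Ham's F12 with 0.5% BSA, HEPES 25 mM, pH 7.4 | probe or stimulus = DiI-HDL 10 µg/mL | compound dosing = single-point compound dose | incubation = compound exposure 3 h, 37 °C | technique = DiI fluorescence, bottom read | read-out = cell-associated DiI fluorescence as measure of HDL uptake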
phage Ecoli inh – growth loss of phage-infected E. coli, primary screen, RecBCD inhibitor project, absorbance, with phage, HTS. inhibition, % at 11.9 µM. actives 0.26% (n = 360,000). AID 651602, 2012; in the data active = inhibition above about 11%
CAL PDZ FP-1 – CAL PDZ peptide-binding inhibitors, primary screen, biochemical, fluorescence polarization, Cer-tagged CAL PDZ, HTS; AID 504414, 2011; purified CAL PDZ, TMR-peptide fluorescence polarization, 1 h; inhibition, % at 20 µM; Golgi-associated PDZ and coiled-coil motif-containing protein (Homo sapiens), Q9HD26; actives 0.02% (n = 330,000);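 active = highest replicate inhibition of at least 40%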;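 also: plate controls were DMSO neutral control wells for no effect and unlabeled competitor peptide control wells for full effect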
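material = purified tagged CAL PDZ domain construct (CerCALP) | buffer or medium = sodium phosphate/NaCl buffer pH 7.4 with TCEP, IgG, Thesit | reagent = TMR-labelled reporter peptide T*-PRC34 bound in PDZ groove | incubation = 1 h room-temperature incubation prior to read | measured by = fluorescence polarization (mP) | evaluation = percent inhibition from loss of millipolarization | control set = unlabelled peptide and DMSO controls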
SR-BI DiI inh – inhibitors of SR-BI mediated HDL lipid uptake, primary screen, ldlA[mSR-BI] cells, fluorescence, single point; inhibition, % at 12.5 µM; actives 0.96% (n = 320,000); ldlA[mSR-BI] CHO cells, DiI-HDL uptake fluorescence, 3 h; Scavenger receptor class B member 1 (Mus musculus), Q61009;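 active = mean replicate inhibition of at least 70% and a set share of replicates each scoring 70 or more; inconclusive = meets just one of the two criteria; inactive = fails both criteria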;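 also: 0% = median of neutral control wells and 100% = median of positive control wells; values of inactives mirror those of a sister screen read the other way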
Target sequence (Q61009 whole entry, looked up): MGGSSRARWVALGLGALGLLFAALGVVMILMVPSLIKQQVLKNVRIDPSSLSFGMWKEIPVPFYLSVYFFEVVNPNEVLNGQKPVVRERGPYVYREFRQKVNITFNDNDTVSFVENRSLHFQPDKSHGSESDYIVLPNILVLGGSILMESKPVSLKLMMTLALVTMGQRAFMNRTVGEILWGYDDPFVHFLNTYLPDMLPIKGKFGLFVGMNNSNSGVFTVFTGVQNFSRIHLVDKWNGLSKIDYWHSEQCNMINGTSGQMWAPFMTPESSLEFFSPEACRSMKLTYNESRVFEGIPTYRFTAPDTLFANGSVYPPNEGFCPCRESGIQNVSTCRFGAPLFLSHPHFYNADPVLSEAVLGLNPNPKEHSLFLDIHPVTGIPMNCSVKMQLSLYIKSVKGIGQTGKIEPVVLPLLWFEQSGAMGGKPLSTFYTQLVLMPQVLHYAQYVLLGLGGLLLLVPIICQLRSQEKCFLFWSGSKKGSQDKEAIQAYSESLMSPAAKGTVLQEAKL
Wnt bcat act – Wnt/beta-catenin pathway activators, primary screen, cell-based, plate reader, single point; Wnt/beta-catenin reporter cell assay, activator; activation, % at 9.35 µM; actives 1.2% (n = 300,000); in the data active = activation above about 30%, passing the limit was not always enough; inconclusive = no clear call, values can overlap the other calls;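 also: 0% = neutral control wells and 100% = positive control wells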
AddAB inh – growth inhibition of E. coli expressing H. pylori AddAB, primary screen, AddAB inhibitor project, absorbance; inhibition, % at 11.9 µM; actives 0.29% (n = 330,000); in the data active = inhibition above about 12%;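 also: 0% = vehicle wells of infected cells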
CAL PDZ FP-2 – untagged CAL PDZ binding inhibitors, primary screen, biochemical, fluorescence polarization, HTS; actives 0.92% (n = 300,000); inhibition, % at 24.9 µM; Golgi-associated PDZ and coiled-coil motif-containing protein (Homo sapiens), Q9HD26; AID 602252, 2012; purified CAL PDZ, TMR-peptide fluorescence polarization, 1 h;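 active = mean inhibition of at least 30% with at least half of replicates also reaching 30%; inconclusive = no clear call, values can overlap the other calls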;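 also: 0% = DMSO neutral control and 100% = excess unlabeled competitor peptide PRC23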
E coli growth – E. coli V3065 growth inhibition, primary screen, counter-screen for AddAB inhibitor project, absorbance, OD600; 18 h; inhibition, % at 11.9 µM; actives 0.27% (n = 330,000); AID 449728, 2010;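 active = inhibition above the campaign's mean inhibition across all tested compounds plus 3 SD, cut at about 9.9% in these data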;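 also: uninfected addAB+ strain grown without phage in ampicillin broth; 0% = DMSO wells and 100% = ciprofloxacin 0.95 µg/ml wells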
Tat transport – E. coli Tat export inhibitors, primary screen, MC4100, TorA-mCherry reporter, fluorescence, single point | inhibition, % at 10 µM | actives 0.036% (n = 340,000) | AID 488895, 2010;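 active = mean replicate inhibition at least 50% and at least half of replicates individually reaching 50%; inconclusive = only one of the two criteria met; inactive = neither criterion met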;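 also: exported cargo escapes ClpAP degradation while cytoplasmic cargo is degraded and loses fluorescence; 0% = median of neutral control wells and 100% = median of NaSCN control wells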
MITF TRPM1 HTS – activators of MITF-driven TRPM1 promoter reporter, primary screen, cell-based, SK-MEL-5, luciferase, single point. SK-MEL-5 TRPM1-promoter luciferase, 24 h; % of positive control, neutral wells = 0. activation, % at 12.5 µM. actives 0.75% (n = 300,000). AID 588334, 2011;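 active = mean activation of at least 80% with every replicate also reaching 80%; inconclusive = mean reaches 80% but some replicate falls short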;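 also: 0% = neutral control wells and 100% = parthenolide positive control wells; values of inactives mirror those of a sister screen read the other way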
* marks the source's active call; other numbers are inactive results; i = inactive; ? = inconclusive; . = not tested or not shown.

SMILES	SR-BI DiI-HDL act	phage Ecoli inh	CAL PDZ FP-1	SR-BI DiI inh	Wnt bcat act	AddAB inh	CAL PDZ FP-2	E coli growth	Tat transport	MITF TRPM1 HTS
O=C(N/N=C/c1ccncc1)c1ccccc1OCc1ccc(Br)cc1	-23	4.6	-4.5	23	-2	-0.6	-6	1.1	11	9
O=C(O)CCN1C(=O)S/C(=C\c2cccnc2)C1=O	.	4.2	-0.2	.	-3	1.7	6	-0.4	-3	2
COc1cc2cnc(-c3ccccc3)c(-c3ccc(C#N)cc3)c2cc1OC	-46	3.6	-2.3	46	-4	1.0	-2	-2.2	-3	10
O=C(O)CCNC1C=CS(=O)(=O)C1 (centres undefined)	-49	4.3	-1.2	49	1	1.7	2	-1.7	4	1
CCc1ccc(N(CC(=O)NC2CC2)S(=O)(=O)c2ccc(C)cc2)cc1	40	3.2	-2.3	-40	-2	-0.2	-3	1.4	4	6
CC1CC(C)CN(S(=O)(=O)c2ccc(NC(=O)CCN3C(=O)C4CC=CCC4C3=O)cc2)C1 (centres undefined)	10	0.9	0.9	-10	-4	0.1	.	-1.7	1	-9
O=c1[nH]c2ccccc2[n+]([O-])c1-c1ccccc1	16	3.2	-0.4	-16	0	3.6	.	0.6	6	9
NNC(=O)c1[nH]c2ccc([N+](=O)[O-])cc2c1-c1ccccc1	-33	2.8	-2.3	33	0	0.3	-1	-3.2	-3	.
CCc1ccc(Nc2nc(N3CCOCC3)nc(N3CCOCC3)n2)cc1	-1	-0.6	-0.4	1	1	4.4	4	-1.8	3	73
O=C1C2=C(C(c3ccccc3)=NCCN2)C(c2cccc([N+](=O)[O-])c2)N1c1ccccc1 (centres undefined)	15	0.6	-0.2	-15	-1	4.6	-1	-1.4	-2	-2
CCn1c(C)cc(O)cc1=O	.	-4.0	-5.0	.	3	2.2	-1	0.1	-2	.
COc1ccc(NC(=O)Cn2c(=O)oc3cc(S(=O)(=O)N4CCCC4)ccc32)c(OC)c1	10	3.1	-0.9	-8	-2	0.4	.	0.9	-3	.
Cc1noc(C)c1COC(=O)c1cc(S(=O)(=O)N2CCOCC2)ccc1F	-4	1.5	-0.1	4	-1	2.3	.	2.1	-1	3
Cc1ccc(S(=O)(=O)N2CCOC2CNC(=O)C(=O)NCc2cccnc2)cc1 (centres undefined)	3	3.5	-0.5	-3	-3	-1.6	.	-1.7	-3	.
CC(=O)Nc1c(C(=O)N2CCCCCC2)cnn1-c1ccccc1	16	2.1	-0.3	-16	-6	2.5	-4	-3.7	-8	-14
Cc1cccc(/C=C/c2nc3ccccc3c(=O)[nH]2)c1	-29	4.1	-0.4	29	24	2.7	.	1.1	1	31
CN1CCN(c2nc(NCc3ccco3)nc(N)c2[N+](=O)[O-])CC1	12	1.8	-2.1	-12	1	3.2	-3	3.1	11	.
CCOC(=O)C(=O)Cc1nc2ccccc2s1	0	-3.8	0.0	0	10	-1.8	-2	-3.6	-8	-2
CC(=O)c1ccc(Nc2nc(N3CCOCC3)nc(N3CCOCC3)n2)cc1	3	3.1	-1.6	-3	-2	3.8	.	0.3	0	28
Cc1ccc(C(=S)N2CCN(Cc3ccccc3)CC2)s1	-16	0.9	-0.5	16	-1	-0.3	-5	1.0	-2	-6
O=C(CSc1nc(=O)[nH]c2c1CCCC2)Nc1ccc(F)cc1F	-10	1.9	-0.9	10	1	-0.2	.	0.0	-4	0
CC(C)[C@H](NC(=O)c1ccc(C(C)(C)C)cc1)C(=O)Nc1nnc(C2CC2)s1	0	3.9	-0.6	0	-1	0.0	-2	-1.6	8	3
CCOC(=O)C1CCN(S(=O)(=O)c2ccc3c(c2)N(C)C(=O)CC(=O)N3C)CC1	2	3.9	-2.8	-2	-1	2.4	2	-1.1	2	6
CC(=O)Nc1nc(C)c(Oc2ccc(Cl)cc2)c(=O)[nH]1	-11	-0.1	-0.1	11	-1	4.1	.	1.7	-1	4
CCOC(=O)c1sc2ncnc(NCC(c3cccs3)N(C)C)c2c1C (centres undefined)	-26	3.6	-1.4	26	.	1.8	-4	1.0	5	-7
COC(=O)Nc1ccc(S(=O)(=O)Nc2ncccn2)cc1	12	3.9	-0.1	-12	-1	1.9	-6	2.1	-8	13
CCC(C)N(C(=O)CSc1ncnc2c1cnn2-c1ccccc1)C1CCS(=O)(=O)C1 (centres undefined)	23	4.0	-0.2	-23	0	3.0	.	0.7	0	-20
O=C(NCc1nnc(SCC(=O)N2CCCC2)o1)c1cccc(C(F)(F)F)c1	.	1.6	-0.6	-15	3	0.6	-10	2.6	-4	-7
CC1CN(c2nc3ccccc3nc2SCC(=O)Nc2cccc(C(F)(F)F)c2)CC(C)O1 (centres undefined)	.	0.8	0.7	.	-5	1.7	-2	1.1	-4	-16
Cc1cc(OCc2nc(N)nc(N)c2-c2ccc(Cl)c(Cl)c2)ccc1[N+](=O)[O-]	-25	0.5	0.4	25	-5	.	-8	.	5	.
O=S(=O)(/N=C(\c1ccccc1)N1CCOCC1)c1cccs1	22	0.5	0.6	-22	.	2.9	.	-0.5	-13	-11
Cc1cccc(CN2C(=O)c3ccccc3Sc3ccc(C(=O)O)cc32)c1	21	-1.2	-3.5	-21	1	0.8	.	2.1	-1	-7
COc1cc(/C=C(\C#N)C(=O)Nc2cccc(C(=O)O)c2)ccc1OCc1ccc(Cl)cc1	6	0.4	-2.6	-6	34*	1.4	.	0.1	1	33
COc1ccc(NC(=O)CNS(=O)(=O)c2cccs2)c(OC)c1	-16	1.4	-1.3	16	.	1.0	-1	-0.7	-2	-1
OCCO	10	i	-0.3	-10	-2	i	-2	1.3	-3	.
Cc1ccc(C2c3sc(=O)[nH]c3SC3C4CC(C5C(=O)N(C(C)C(=O)O)C(=O)C45)C23)cc1 (centres undefined)	-13	-1.5	0.2	13	-1	2.6	-1	1.0	0	-10
COc1ccc(CNC(=O)c2cc(-c3ccccc3O)n[nH]2)cc1	-23	2.8	.	23	3	-0.6	1	-2.8	9	.
O=C(CCN1CCOCC1)Nc1cccc(Br)c1	17	1.4	0.4	-17	-3	7.6	0	0.2	3	-6
Cc1ccc(-c2ccc(CCC(=O)O)n2Cc2ccco2)cc1	-8	2.2	-1.0	8	-2	-0.5	1	-0.2	1	-5
C=CCSc1nc2ccccc2n1C(=O)/C=C/c1ccc(OC)c(OC)c1	-20	0.7	-1.2	20	0	2.8	10	-2.1	2	-38
Clc1nc(Oc2ccccc2)nc(-c2cn(-c3ccccc3)c3ccccc23)n1	-12	2.1	0.0	12	-4	-1.3	-2	0.0	21	-16
O=C(Nc1ccc2oc(-c3ccccc3F)nc2c1)c1ccco1	-9	6.2	-5.7	9	26	3.9	-3	-0.4	-4	?
CS(=O)(=O)N(CC(=O)Nc1ccc(S(=O)(=O)N2CCOCC2)cc1)c1ccccc1Br	-6	4.1	-0.7	6	-1	0.1	7	-0.4	-2	-2
COc1ccccc1C(=O)NNC(=O)c1ccc(Br)cc1	5	1.7	-0.8	-5	2	3.9	.	-1.4	7	-3
O=C(COC(=O)CSc1ccc([N+](=O)[O-])cc1)NCCCc1ccccc1	10	-2.3	-0.1	-10	1	0.3	-1	-0.8	-5	11
Cc1ccc(NC(=O)c2ccc3c(c2)N(CC(=O)N2CCCCC2)C(=O)C(C)(C)O3)cc1	-36	3.9	-2.0	36	-5	1.9	-5	0.3	2	.
Fc1ccc(NC(=S)Nc2cc(Cl)ccc2Cl)cc1	-18	1.8	-2.7	18	-8	0.5	5	-1.2	-3	-8
CCCNC(=O)c1ccc(N2CCC3(CC2)CC(c2cccc(Br)c2)=NO3)c(NC(=O)c2ccc(Cl)c([N+](=O)[O-])c2)c1	16	3.3	0.4	-16	7	-3.2	-3	-2.1	-42	-43

One compound at a time (already shown). Values in the order: SR-BI DiI-HDL act, phage Ecoli inh, CAL PDZ FP-1, SR-BI DiI inh, Wnt bcat act, AddAB inh, CAL PDZ FP-2, E coli growth, Tat transport, MITF TRPM1 HTS
COc1ccc(CNC(=O)c2cc(-c3ccccc3O)n[nH]2)cc1 across the screens: -23, 2.8, ., 23, 3, -0.6, 1, -2.8, 9, .
O=C(COC(=O)CSc1ccc([N+](=O)[O-])cc1)NCCCc1ccccc1 across the screens: 10, -2.3, -0.1, -10, 1, 0.3, -1, -0.8, -5, 11
Cc1ccc(-c2ccc(CCC(=O)O)n2Cc2ccco2)cc1 across the screens: -8, 2.2, -1.0, 8, -2, -0.5, 1, -0.2, 1, -5
CCCNC(=O)c1ccc(N2CCC3(CC2)CC(c2cccc(Br)c2)=NO3)c(NC(=O)c2ccc(Cl)c([N+](=O)[O-])c2)c1 across the screens: 16, 3.3, 0.4, -16, 7, -3.2, -3, -2.1, -42, -43
O=C(Nc1ccc2oc(-c3ccccc3F)nc2c1)c1ccco1 across the screens: -9, 6.2, -5.7, 9, 26, 3.9, -3, -0.4, -4, ?

Further compounds:
SMILES	SR-BI DiI-HDL act	phage Ecoli inh	CAL PDZ FP-1	SR-BI DiI inh	Wnt bcat act	AddAB inh	CAL PDZ FP-2	E coli growth	Tat transport	MITF TRPM1 HTS
CNC(=S)NNC(=O)c1ccccc1Cl	.	1.5	.	.	2	-1.8	.	-2.8	.	.
OCCN1CCN(c2nc(-c3ccccc3)c3cc(Cl)ccc3n2)CC1	.	0.2	-4.1	.	-2	2.7	3	-2.3	6	9
COc1ccc(CNc2ccc(S(N)(=O)=O)cc2)cc1	-12	3.0	-0.8	12	1	4.0	-4	1.6	4	1
O=C(c1ccc(Cl)c(S(=O)(=O)N2CCCC2)c1)N1CCOCC1	-16	0.8	1.1	16	-2	0.1	-3	-1.7	-7	5
O=C(Nc1ccc(Cl)cc1)OCCn1nnnc1C(c1ccccc1)N1CCOCC1 (centres undefined)	-29	2.9	-0.3	29	.	-0.3	-4	0.2	-4	5
S=C(NCc1ccco1)N1CCN(c2ccc(Cl)cc2)CC1	10	5.0	-2.6	-10	-1	0.9	-7	1.6	5	10
CCN(CC)c1ccc(C(=O)OCC(=O)Nc2sccc2C#N)cc1	19	4.3	0.3	-19	-3	3.7	-3	1.3	0	53
